Cav32 inh – Cav3.2 calcium influx blockers – cell-based, Fluo-4 calcium fluorescence, FDSS, MLSMR library, primary screen. Voltage-dependent T-type calcium channel subunit alpha-1H (Homo sapiens), O95180. Cav3.2-expressing cells; hits give low values. B-score at 10 µM. 100,000 compounds, 4% hits. AID 449739, 2010;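 active means single-dose well whose peak fluorescence ratio is a statistical outlier from its plate by either plate-standardised score or position-corrected B-score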
Target sequence (O95180 whole entry, looked up): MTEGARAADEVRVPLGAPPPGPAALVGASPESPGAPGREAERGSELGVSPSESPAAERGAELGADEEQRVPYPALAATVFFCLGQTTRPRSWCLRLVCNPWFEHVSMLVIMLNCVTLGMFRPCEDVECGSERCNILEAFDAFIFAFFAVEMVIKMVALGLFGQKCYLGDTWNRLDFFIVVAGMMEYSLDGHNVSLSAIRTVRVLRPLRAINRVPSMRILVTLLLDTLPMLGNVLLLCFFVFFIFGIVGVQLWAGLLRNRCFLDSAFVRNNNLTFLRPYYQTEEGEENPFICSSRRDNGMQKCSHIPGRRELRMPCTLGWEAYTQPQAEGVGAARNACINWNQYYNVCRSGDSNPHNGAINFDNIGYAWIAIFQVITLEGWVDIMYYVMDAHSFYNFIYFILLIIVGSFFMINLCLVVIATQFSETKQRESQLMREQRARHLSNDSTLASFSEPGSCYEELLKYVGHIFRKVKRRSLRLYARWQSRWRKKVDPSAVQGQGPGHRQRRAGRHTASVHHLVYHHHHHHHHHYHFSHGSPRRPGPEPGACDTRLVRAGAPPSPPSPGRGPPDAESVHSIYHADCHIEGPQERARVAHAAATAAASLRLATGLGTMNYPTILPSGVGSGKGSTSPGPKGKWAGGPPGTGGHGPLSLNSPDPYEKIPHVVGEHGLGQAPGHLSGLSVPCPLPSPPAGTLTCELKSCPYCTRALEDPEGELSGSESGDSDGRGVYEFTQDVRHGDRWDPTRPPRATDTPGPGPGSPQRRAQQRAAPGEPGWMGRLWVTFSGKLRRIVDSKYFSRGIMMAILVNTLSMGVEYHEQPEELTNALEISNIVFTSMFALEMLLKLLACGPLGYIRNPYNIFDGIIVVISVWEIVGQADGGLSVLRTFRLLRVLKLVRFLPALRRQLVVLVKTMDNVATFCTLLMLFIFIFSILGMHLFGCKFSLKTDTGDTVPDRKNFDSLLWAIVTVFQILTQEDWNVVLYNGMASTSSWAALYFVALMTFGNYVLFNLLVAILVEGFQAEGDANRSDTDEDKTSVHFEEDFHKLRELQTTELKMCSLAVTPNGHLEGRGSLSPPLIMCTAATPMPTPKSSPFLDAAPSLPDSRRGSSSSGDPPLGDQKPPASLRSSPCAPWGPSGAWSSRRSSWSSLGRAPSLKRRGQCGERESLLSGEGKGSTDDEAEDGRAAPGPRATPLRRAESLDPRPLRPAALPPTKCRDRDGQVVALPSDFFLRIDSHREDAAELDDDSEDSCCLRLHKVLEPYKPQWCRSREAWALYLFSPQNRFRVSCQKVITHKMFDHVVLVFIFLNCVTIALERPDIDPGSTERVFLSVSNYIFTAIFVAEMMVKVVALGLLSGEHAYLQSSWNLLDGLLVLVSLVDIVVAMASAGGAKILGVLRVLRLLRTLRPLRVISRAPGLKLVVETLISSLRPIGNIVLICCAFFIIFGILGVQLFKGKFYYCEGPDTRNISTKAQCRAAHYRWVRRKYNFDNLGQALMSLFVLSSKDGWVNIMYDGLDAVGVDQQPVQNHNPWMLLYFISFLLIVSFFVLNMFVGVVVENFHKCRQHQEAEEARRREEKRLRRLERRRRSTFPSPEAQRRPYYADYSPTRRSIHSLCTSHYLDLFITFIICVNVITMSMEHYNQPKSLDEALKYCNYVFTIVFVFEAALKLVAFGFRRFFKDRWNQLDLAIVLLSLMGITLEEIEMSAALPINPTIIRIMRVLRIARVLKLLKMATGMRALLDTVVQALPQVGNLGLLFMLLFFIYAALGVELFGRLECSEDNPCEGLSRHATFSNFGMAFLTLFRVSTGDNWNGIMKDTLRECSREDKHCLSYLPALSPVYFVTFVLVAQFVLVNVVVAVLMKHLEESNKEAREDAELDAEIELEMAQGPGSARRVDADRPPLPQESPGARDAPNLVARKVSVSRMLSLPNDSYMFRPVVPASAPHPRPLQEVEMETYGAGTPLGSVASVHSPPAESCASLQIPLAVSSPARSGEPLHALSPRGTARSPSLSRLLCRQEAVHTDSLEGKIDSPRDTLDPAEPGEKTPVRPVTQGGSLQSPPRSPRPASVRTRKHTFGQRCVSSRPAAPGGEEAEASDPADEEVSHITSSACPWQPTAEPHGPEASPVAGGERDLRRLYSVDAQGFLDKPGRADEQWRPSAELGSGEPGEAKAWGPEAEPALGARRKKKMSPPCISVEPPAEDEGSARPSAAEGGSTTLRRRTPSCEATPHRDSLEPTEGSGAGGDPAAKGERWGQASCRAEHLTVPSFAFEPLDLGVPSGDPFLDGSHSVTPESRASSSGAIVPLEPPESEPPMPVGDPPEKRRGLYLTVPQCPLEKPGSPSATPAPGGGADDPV
The depositor's hits bear a star. Some of the compounds tested; rates above refer to the full screens.

SMILES	Cav32 inh
Cc1ccc(-c2n[nH]c(=S)n2/N=C/c2cc3c(cc2[N+](=O)[O-])OCO3)cc1	0.246
CC(=O)Oc1ccccc1N1C(=O)c2ccc(C(=O)O)cc2C1=O	1.11
COc1ccc(OCC(O)COc2ccc(C(=O)O)cc2)cc1 (stereo not given)	-0.657
O=c1cc(O)c2c(=O)[nH]c(=O)n(-c3ccccc3)c2[nH]1	0.221
O=C(COC(=O)c1ccccn1)Nc1nccs1	0.393
Cc1cc(Cl)ccc1NC(=O)CSc1nnc(-c2ccncc2)n1Cc1ccco1	0.443
CCOC(=O)c1[nH]c2ccc(OCC)cc2c1NC(=O)CN1CCC2(CC1)OCCO2	1.67
COc1ccc(C(=O)Nc2ccc(OCC(F)(F)C(F)F)c(C(F)(F)F)c2)cc1OC	0.103
O=C(CN(Cc1ccco1)C(=O)CCC(=O)Nc1nccs1)NCc1ccccc1	-0.438
Cc1cccc(CC(=O)NCCn2c(C)cc3ccccc32)c1	-1.4
O=C1CC(=O)N(CCc2ccc(F)cc2)C(=O)N1	-0.696
CC1(C)NC(=O)N(CC(=O)O)C1=O	-0.465
Cc1c(C(=O)NC(C)C)oc2c1-c1[nH]ncc1CC2	-0.206
COC(=O)COc1ccc(C(=O)OC)cc1	-0.0161
CC(c1ccco1)N(C(=O)C12CC3CC(CC(C)(C3)C1)C2)c1ccccn1 (stereo not given)	-1.05
CCN(C(=O)COC(=O)c1cc2ccccc2cc1O)C1CCS(=O)(=O)C1 (stereo not given)	1.77
CN1CCN(C(=O)C2=C[C@@H](c3ccc(Br)cc3)C[C@@H](OCc3ccc(CO)cc3)O2)CC1	0.327
CCCCOc1ccc(-c2nc(-c3cccnc3)no2)cc1	-1.08
COc1ccc(C(=O)NCc2cccnc2)cc1S(=O)(=O)N1CCOCC1	0.545
O=C(NCCNCCO)C1(C(F)(F)F)C/C(=C\CCO)CCCO1 (stereo not given)	0.545
Cc1ccc(CNC(=O)CCNC(=O)Cn2ccc3ccccc3c2=O)cc1	-0.0671
c1cncc(-c2nnc(SCc3nc4ccccc4[nH]3)o2)c1	0.396
O=C(O)c1c[nH]c2ccc(S(=O)(=O)N3CCN(c4ccc(F)cc4)CC3)cc2c1=O	0.221
Cc1ccc(N2C(=O)c3oc4ccccc4c(=O)c3C2c2cccc(O)c2)nc1 (stereo not given)	-0.0282
CCCC1(c2ccccc2)NC(=O)N(CC(=O)c2[nH]c(C)c(C(=O)OCC)c2C)C1=O (stereo not given)	-5.59*
CC(C)C(=O)Nc1nnc(CCN2CCCCC2)s1	0.471
COC(=O)c1ccccc1NC(=O)Cn1cc(Br)cn1	0.609
O=c1cc(N2CCC3(CC2)OCCO3)[nH]c(=O)n1-c1ccc(Br)cc1	0.208
Cc1c(Cl)c(C(F)(F)F)nn1CC(=O)NCc1ccccc1	-2.75
Cc1cc(=O)[nH]c(SCC(=O)Nc2cccc(C(F)(F)F)c2)n1	2.79
O=C(Cn1c(NCCO)nc2ccccc21)NCCc1ccc(F)cc1	1.32
Cc1ccc(S(=O)(=O)NC(=O)NCc2ccccn2)cc1	0.488
Cc1ccccc1NC(=O)C(=O)NCCc1c[nH]c2ccccc12	-1
COc1ccc(OCc2nnnn2-c2ccccc2)cc1	-0.147
O=C1CCCC2=C1C(c1ccccc1O)C1=C(CCCC1=O)O2	0.553
COC(=O)C1=C(C)N(C2CCCC2)C(=O)C1(NC(C)=O)C(F)(F)F (stereo not given)	0.949
Cc1ccc(S(=O)(=O)N2CCN(Cc3nc4sc(C)c(C)c4c(=O)[nH]3)CC2)cc1	0.318
O=C(Cn1c(NCCO)nc2ccccc21)c1ccco1	0.355
CCN(CC)S(=O)(=O)c1cccc(NC(=O)COC(=O)c2cc(C)oc2C)c1	-5.99*
CCOc1cc2c(cc1C(C)(C)C)NC(=O)CS2	-0.553
Cc1ccc(C)c(NC(=S)NC2CC3CCCC(C2)N3CC(C)C)c1 (stereo not given)	-0.0298
Fc1ccc(-c2cnc(-c3cccs3)o2)cc1	-1.34
Cc1nc(-c2ccccc2)sc1C(=O)CSc1ccc(F)cc1	-0.424
Cc1c(-n2cc(C(=O)O)c(=O)c3cc(F)c(N4CCCC4)c(F)c32)c(=O)n(-c2ccccc2)n1C	0.107
CCCNC(=O)NS(=O)(=O)c1cnccc1Sc1ccc(Cl)cc1	1.86
Cc1cc(C(=O)COC(=O)CCCN2C(=O)c3ccccc3C2=O)c(C)n1C	1.63
O=C(NCc1ccccc1)NC1(C(=O)N2CCN(c3ccccc3)CC2)CCCCC1	1.17
CCOC(=O)C(=CNc1ccccc1C)C(=O)OCC	-0.532
CCOC(=O)c1ccccc1NC(=O)C1COc2ccccc2O1 (stereo not given)	-3.01
COc1ccc(Nc2nnc(Cc3ccc(Cl)cc3)c(=O)[nH]2)c(OC)c1	-2.22
COc1ccc(NC(=O)Cc2ccc(Cl)cc2)cc1NC(=O)c1ccco1	-3.32
CCN(CC)C(=O)CSc1ncnc2sc(-c3ccccc3)cc12	-3.75
C=CCn1c(SCC(=O)Nc2ccccc2)nc2scc(-c3cccs3)c2c1=O	-5.09*
O=C(O)C1=C[C@H](c2csc3ccccc23)C[C@H](OCCCCO)O1	-0.248
Cc1nnc(C)n1/N=C/c1cccn1C	0.000335
CC(C)n1cnc2c(NCc3ccc(S(N)(=O)=O)cc3)nc(NCc3ccc(S(N)(=O)=O)cc3)nc21	0.886
O=c1[nH]c(=O)n(Cc2ccco2)c2c1C(C(F)(F)F)(C(F)(F)F)N=C(CCc1ccccc1)N2	-3.18
CCOc1ccc(C(=O)N2CCc3cc(OC)c(OC)cc3C2)cc1OCC	0.0434
CCNc1nc(CC)nc2c1oc1ccccc12	-0.00541
O=C(CSc1ncnc2ccccc12)Nc1ccc2c(c1)OCO2	-0.775
The list continues:
SMILES	Cav32 inh
O=C(Cc1ccc(Cl)cc1)Nc1cccc(-c2nnc(-c3ccco3)o2)c1	-0.372
c1ccc(N2CCN(c3nnc(Cc4cccnc4)c4ccccc34)CC2)nc1	-0.59
COCCn1nnnc1C(c1cccc(OC)c1OC)N1CCN(C2CCCCC2)CC1 (stereo not given)	0.108
Cc1nc(N2CCN(C)CC2)c2sc(=S)n(C)c2n1	0.985
O=C(O)Cc1coc(-c2ccc(F)cc2)n1	0.713
OCCN1CCN(C(=S)NCCc2ccccc2)CC1	1.59
Cc1oc(-c2ccccc2)cc1C(=O)Nc1cccc(C(=O)O)c1	-0.0641
CC(=O)Nc1ccc(S(=O)(=O)N2CCN(C34CC5CC(CC(C5)C3)C4)CC2)cc1	1.38
N#Cc1cc2c(nc1SCC(=O)Nc1sc3c(c1C#N)CCC3)CCC2	-0.14
c1ccc(OCc2nn3c(Cn4nnc5ccccc54)nnc3s2)cc1	1.77
COc1cccc(CN2CCN(C(=O)c3ccco3)CC2)c1OC	0.0283
O=C(c1ccco1)N1CCN(C(=O)C2CCN(S(=O)(=O)Cc3ccccc3)CC2)CC1	-0.473
CCOC(=O)CN1CC23C=CC(O2)C(C(=O)NCCc2ccccc2)C3C1=O (stereo not given)	-0.000954
CC(C/C=N/NC(=O)COc1cc(Cl)ccc1Cl)c1ccccc1 (stereo not given)	-1.79
CCOC(=O)CN(c1cccc(C(C)=O)c1)S(C)(=O)=O	1.26
C=CCn1cc(/C=N\NC(=O)c2cc3c(ccc4ccccc43)o2)c2ccccc21	0.0299
CCSc1nnc(N)s1	-0.41
Cc1c(Cl)cccc1NC(=O)CN1CCN(CCO)CC1	-2.14e-05
CC(C)OC(=O)c1c(F)c(F)c(N2CCOCC2)c(F)c1F	-0.875
CCOC(=O)c1cc2c(ccn2C)n1CC(=O)N1CCN(c2ccccc2)CC1	-0.388
NC1=NC[C@@H](Cc2ccc(O)cc2)N1CCc1cccc2ccccc12	1.35
COc1ccc(OCc2nnc(SC3CCOC3=O)n2-c2ccccc2)cc1 (stereo not given)	0.128
CCOC(=O)C1=C(CC)OC(N)=C(C#N)C1c1ccc(OC)cc1OC (stereo not given)	-0.864
COc1ccccc1NC(=O)CN1CCN(C(=O)c2ccco2)CC1	0.484
C=CCN(CC(=O)NCc1ccccc1)C(=O)c1csnn1	0.452
CC(C)n1cc(/C=C2/SC(=O)N(CC(=O)N3CCCC3)C2=O)c2ccccc21	0.823
COCn1c(=O)c2c(nc(SC3=NCCS3)n2Cc2ccccc2C)n(COC)c1=O	-2.95
O=C(O)CN(Cc1ccccc1)S(=O)(=O)c1ccc(F)cc1	-0.595
O=C(N/N=C/C1C(c2ccccc2)C1(Cl)Cl)c1cccc(Br)c1 (stereo not given)	-6.73*
CC(=O)OCCN(Cc1ccccc1)Cc1ccc2c(c1)OCO2	0.677
Cc1ccccc1-c1coc2cc(O)ccc2c1=O	-0.0967
O=C(NCCCN1CCCCCC1)c1ccc(CS(=O)(=O)Cc2ccccc2F)o1	-0.548
Cc1ccccc1Cn1ccc(NC(=O)c2nc3ncccn3n2)n1	1.02
COc1ccc(C(Cl)=C(c2ccc(OC)cc2)c2ccc(OC)cc2)cc1	-4.06
CCOC(=O)N1CCN(c2c(NCc3ccc(Cl)cc3)c(=O)c2=O)CC1	0.301
CCC(=O)Nc1ccc(S(=O)(=O)NCc2ccco2)cc1	0.127
CCOc1ccccc1Oc1cn[nH]c1-c1ccc(OC)cc1O	-3.81*
CCc1ccc(NC(=O)COn2nnc3ccc(S(=O)(=O)N(C)C)cc32)cc1	-2.83
CCOc1ccc(S(=O)(=O)N2CCN(S(=O)(=O)c3ccc(OCC)cc3)C(C)C2)cc1 (stereo not given)	0.0825
CCN(CC)c1ccc(CC(=O)NC(C)Cc2ccccc2)cc1 (stereo not given)	-1.81
CCc1nc(SCc2ccc(C(=O)OC)o2)c2c(=O)n(C)c(=O)n(C)c2n1	-0.115
CCC(CC)NC(=O)C1CCN(S(=O)(=O)c2cccs2)CC1	0.291
C=CCSc1ncccc1C(=O)NCc1ccc(C)cc1	0.479
Cc1cc(C)n2c(SCc3ccccc3Cl)nnc2n1	-1.12
Cc1occc1-c1nnc(SCC(=O)NCCc2ccccc2)n1Cc1ccccc1	-4.96*
O=C(NCc1ccc(Cl)cc1)c1cc2ccccn2n1	-0.691
O=C1Cn2c(nc3ccccc32)-c2ccccc2N1	-0.684
COc1ccc(N(C)S(=O)(=O)c2cccc(C(=O)Nc3ccc(-n4cnnn4)cc3)c2)cc1	-0.406
CCN(C(=O)Cc1ccc(Br)cc1)C1CCCCC1	-4.42*
CCCCOc1ccc(N2C(=O)CC(NCCc3ccc(S(N)(=O)=O)cc3)C2=O)cc1 (stereo not given)	-0.3
O=S(=O)(Cc1ccc(Cl)cc1)Nc1ccc2c(c1)OCO2	-1.96
N#C/C(=C/c1ccc(C(=O)O)cc1)C(=O)NCc1ccccc1	-0.493
Cc1ccccc1Cn1c(=O)n(CCCC(=O)NCc2ccco2)c(=O)c2ccccc21	-1.07
O=[N+]([O-])c1ccc([C@H](O)[C@H](CO)N=Cc2ccccc2O)cc1	-0.581
O=C(NCCOc1cccc(Cl)c1Cl)c1cc(-n2cnnc2)ccc1Cl	0.16
CC1(C)CC(=O)C(C(=S)Nc2ccccc2)=C(NCCN2CCOCC2)C1	1.1
C#CCOc1c(Br)cc(/C=N\NC(=O)CN2CCOCC2)cc1OCC	-0.0453
COc1ccc(OC)c(NC(=S)N2CCN(C/C=C/c3ccccc3)CC2)c1	-1.06
O=C(CSc1ncnc2c1oc1ccccc12)N1CCCc2ccccc21	-2.57
O=C(NCc1ccco1)c1sc2cc(Cl)ccc2c1Cl	-0.239

Part of the list above in a different format.
| structure | Cav32 inh |
| --- | --- |
| C=CCn1cc(/C=N\NC(=O)c2cc3c(ccc4ccccc43)o2)c2ccccc21 | 0.0299 |
| Cc1cc(Cl)ccc1NC(=O)CSc1nnc(-c2ccncc2)n1Cc1ccco1 | 0.443 |
| CCN(CC)S(=O)(=O)c1cccc(NC(=O)COC(=O)c2cc(C)oc2C)c1 | -5.99* |

Next section
SMILES	Cav32 inh
Cc1ccc(-n2nnnc2SC(C)C(=O)Nc2ccc(Cl)cn2)cc1 (stereo not given)	-4.11*
C#CCOCCOCCOCCNc1nc(N2CCN(C(=O)C([C@@H](C)CC)n3cc(C(N)CC(C)C)nn3)CC2)nc(N2CCN(C(=O)[C@H](CCC(=O)O)n3cc(C(N)CC(C)C)nn3)CC2)n1 (stereo not given in full)	-0.57
O=C(NCc1cccs1)c1ccc(N2CCCC2=O)cc1	-0.439
O=C(CSc1nnc(-c2cccs2)n1-c1ccccc1)NCC1CCCO1 (stereo not given)	0.401
Cc1noc(C)c1S(=O)(=O)N1CCC(C(=O)N2CCN(c3ccc(F)cc3)CC2)CC1	0.736
CCN(CC)c1ccc(C2C(C(=O)OC(C)C)C(=O)CC(C)(O)C2C(=O)OC(C)C)cc1 (stereo not given)	-5.67*
COc1ccc(-c2nn(C)c3sc(C(=O)NCc4ccco4)cc23)cc1OC	0.055
O=C(NCCN1CCOCC1)c1cc2sccc2n1Cc1ccc(F)cc1	-0.193
O=C(c1ccc(COc2c(F)c(F)c(F)c(F)c2F)o1)N1CCOCC1	0.141
CCOc1cc(CNn2cnnc2)cc(Br)c1OCC(=O)NC1CCCCC1	0.283
CCn1c2ccccc2c2cc(N=C3SC(CC(=O)Nc4ccccc4OC)C(=O)N3C)ccc21 (stereo not given)	-0.432
N#Cc1ccc(COc2ccc(CCO)cc2-n2nc3ccccc3n2)cc1	0.331
O=S(=O)(NC1CCCCC1NS(=O)(=O)c1ccc(F)cc1)c1ccc(F)cc1 (stereo not given)	-1.1

Cav32 inh, hit marks shown above.
SMILES	Cav32 inh
CCCC1(c2ccccc2)NC(=O)N(CC(=O)c2[nH]c(C)c(C(=O)OCC)c2C)C1=O (stereo not given)	-5.59*
CCN(CC)S(=O)(=O)c1cccc(NC(=O)COC(=O)c2cc(C)oc2C)c1	-5.99*
C=CCn1c(SCC(=O)Nc2ccccc2)nc2scc(-c3cccs3)c2c1=O	-5.09*
O=C(N/N=C/C1C(c2ccccc2)C1(Cl)Cl)c1cccc(Br)c1 (stereo not given)	-6.73*
CCOc1ccccc1Oc1cn[nH]c1-c1ccc(OC)cc1O	-3.81*
Cc1occc1-c1nnc(SCC(=O)NCCc2ccccc2)n1Cc1ccccc1	-4.96*
CCN(C(=O)Cc1ccc(Br)cc1)C1CCCCC1	-4.42*
Cc1ccc(-n2nnnc2SC(C)C(=O)Nc2ccc(Cl)cn2)cc1 (stereo not given)	-4.11*
CCN(CC)c1ccc(C2C(C(=O)OC(C)C)C(=O)CC(C)(O)C2C(=O)OC(C)C)cc1 (stereo not given)	-5.67*

Bioassay records deposited in PubChem BioAssay by Vanderbilt High Throughput Screening Facility.
